Bioassay records as filed in PubChem BioAssay.
NPY2 pot ag = human NPY-Y2 potentiation or agonism, primary screen; P49146; cells expressing NPY-Y2, potentiator/agonist read-out; activation, % at 3.6 µM; 220,000 compounds, 0.45% hits; in the data active means activation above about 27%;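 further: cells stimulated with NPY near EC25 plus isoproterenol at EC100; 0% = vehicle plus submaximal agonist and 100% = vehicle plus saturating agonist; some results beyond the cut were filed as inactive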
Target sequence (P49146 whole entry, looked up): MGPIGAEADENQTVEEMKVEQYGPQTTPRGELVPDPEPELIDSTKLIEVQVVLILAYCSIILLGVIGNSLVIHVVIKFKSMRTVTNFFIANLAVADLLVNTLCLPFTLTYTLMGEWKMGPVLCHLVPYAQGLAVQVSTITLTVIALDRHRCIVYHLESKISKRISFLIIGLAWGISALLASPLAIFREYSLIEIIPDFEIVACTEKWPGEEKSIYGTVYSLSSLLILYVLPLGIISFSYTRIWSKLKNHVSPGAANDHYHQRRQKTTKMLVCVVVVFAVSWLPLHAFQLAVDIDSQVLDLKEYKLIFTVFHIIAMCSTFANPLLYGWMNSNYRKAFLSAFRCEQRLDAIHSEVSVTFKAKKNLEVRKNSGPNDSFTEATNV
MDM2 E3 inh = blocks human Mdm2 ubiquitin ligase activity; AID 1230; Q00987; cell-based MDM2 ubiquitination luciferase reporter, 2 h; 0 = plate control, 100 = twice control, blank-subtracted; signal enhancement, % at 5 µM; 210,000 compounds, 0.11% hits;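 active means signal enhancement of 30% or more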;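 further: luminescence tracks abundance of the self-degrading MDM2-luciferase fusion protein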
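system = mammalian cells stably expressing self-ubiquitinating, self-degrading MDM2 E3–luciferase fusion | quantity = 2000 cells per well seeded | incubation = 4 h cell settling then 2 h compound exposure, 37 °C | signal = SteadyLite luminescence, 15 min reagent step | benchmarks = plate control and blank wells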
Wee1 degr inh = inhibitors of human Wee1 degradation. 220,000 compounds, 1.2% hits. P30291. AID 1321. reporter increase, % at 5 µM. HeLa Luc-Wee1K328M stability, luciferase luminescence; 100% = proteasome inhibitor MG132 effect;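 active means activation above the mean of all tested compounds plus 3 SD, set per screening run, cut at about 8.8% in these data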;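 further: cells exposed to compound for 20 h before luminescence read; 0% = DMSO alone and 100% = MG132 at 30 µM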
Target sequence (P30291 whole entry K328M): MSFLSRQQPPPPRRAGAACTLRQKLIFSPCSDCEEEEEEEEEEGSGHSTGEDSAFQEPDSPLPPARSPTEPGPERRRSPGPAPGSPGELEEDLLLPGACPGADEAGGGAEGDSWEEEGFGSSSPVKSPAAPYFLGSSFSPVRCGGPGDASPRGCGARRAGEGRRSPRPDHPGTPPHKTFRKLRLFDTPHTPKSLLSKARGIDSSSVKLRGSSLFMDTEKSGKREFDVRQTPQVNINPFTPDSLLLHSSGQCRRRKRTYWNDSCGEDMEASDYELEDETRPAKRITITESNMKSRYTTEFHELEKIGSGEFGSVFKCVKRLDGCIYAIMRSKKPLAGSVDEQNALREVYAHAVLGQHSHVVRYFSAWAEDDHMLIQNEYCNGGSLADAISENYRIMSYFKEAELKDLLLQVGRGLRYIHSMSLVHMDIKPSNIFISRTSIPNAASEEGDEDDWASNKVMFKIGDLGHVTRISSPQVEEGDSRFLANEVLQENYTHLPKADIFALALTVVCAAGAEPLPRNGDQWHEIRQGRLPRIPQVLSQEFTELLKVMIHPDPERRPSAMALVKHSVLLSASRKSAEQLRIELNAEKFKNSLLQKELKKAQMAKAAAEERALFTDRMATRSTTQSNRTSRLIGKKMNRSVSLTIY
Ba/F3 V617F tox = lowers viability of Ba/F3 cells expressing EpoR and JAK2V617F; ATP luminescence; 220,000 compounds, 1.1% hits; inhibition, % at 5.6 µM; AID 1446;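 active means inhibition above the campaign mean plus 3 SD over all tested compounds, cut at about 24% in these data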;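 further: cytokine-independent growth of Ba/F3 cells driven by EpoR plus mutant JAK2; 0% = DMSO-treated cells and 100% = JAK inhibitor I control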
eIF4E-4G inh = inhibitors of eIF4E and eIF4G interaction in translation initiation; inhibition, % at 21.7 µM; P63073+Q04637; TR-FRET eIF4E-eIF4GI(517-606) binding, 2 h; AID 782; 220,000 compounds, 0.37% hits;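 active means inhibition above about 30%, limit read from the data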;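 further: 0% = full FRET control wells and 100% = background wells lacking eIF4GI fragment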
S1P4 ag = agonists of human S1P4 receptor | O95977 | S1P4-expressing cell line, agonist reporter assay | activation, % at 4.98 µM | 220,000 compounds, 0.35% hits; in the data active means activation above about 11%;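 further: 0% = DMSO vehicle and 100% = reference agonist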
S1P4 antag = blocks the human S1P4 receptor | O95977 | S1P4-expressing cells, antagonist mode, reporter read-out | inhibition, % at 4.98 µM | 220,000 compounds, 0.26% hits | AID 1510; in the data active means inhibition above about 29%;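 further: 0% = wells stimulated with agonist and 100% = vehicle wells without agonist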
BaF3 tox = parental Ba/F3 viability inhibition as JAK2V617F counter-screen | CellTiter-Glo ATP luminescence | inhibition, % at 5.6 µM | 220,000 compounds, 1.1% hits | AID 1486;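 active means inhibition above a per-campaign cutoff, the mean inhibition of all tested compounds plus 3 SD, cut at about 27% in these data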;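 further: 0% = DMSO wells and 100% = JAK Inhibitor I control wells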
PERK inhibitor = inhibitors of human PERK kinase. 220,000 compounds, 0.17% hits. CHO PERK-DD fusion, SEAP luminescence translation reporter. Q9NZJ5. AID 1416. inhibition, % at 5.6 µM;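 active means inhibition above the mean inhibition of all tested compounds plus 3 SD, set separately per screening campaign, cut at about 2.9% in these data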;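 further: PERK kinase domain activated by AP20187 dimerizer at 100 nM; 0% = DMSO with dimerizer and 100% = rapamycin at 8.4 µM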
Numbers without * were called inactive; / = no result given; [ ] = dose if it differs, or a comment.

SMILES	NPY2 pot ag	MDM2 E3 inh	Wee1 degr inh	Ba/F3 V617F tox	eIF4E-4G inh	S1P4 ag	S1P4 antag	BaF3 tox	PERK inhibitor
COc1nc(C)ccc1-c1noc(-c2ccco2)n1	12	-39	5	-3	1	2.1	-5	-1	1.4
O=C(Nc1ccc2nc(-c3ccccc3)[nH]c2c1)c1ccco1	-18	3	3	3	1	1.1	-39	2	-0.8
CCOC(=O)c1ccccc1NC(=O)c1cccc(F)c1	-14	-14	3	0	-2	-2.4	-15	8	0.6
CN(C)CCNc1ncnc2c1sc1nc(N3CCCC3)c3c(c12)CC(C)(C)OC3	-21	-5	1	-3	-2	0.5	12	2	0.2
CCN(CC)S(=O)(=O)c1cccc(C(=O)N[C@H](C(=O)NCc2ccc(Cl)cc2)C(C)C)c1	2	-5	-1	-1	4	-2.1	-15	5	-0.2
CCOc1ccc(OCC)c(S(=O)(=O)NCc2ccccn2)c1	8	1	-3	-5	2	1.2	2	-2	0.7
COc1ccc(C2N(Cc3ccccc3)CC(=O)N2/N=C(\C)c2ccccc2)cc1 (centres undefined)	3	-92	-3	2	-1	0.4	-7	5	-0.4
Cn1nc(-c2ccc(OCC(=O)NCC3CCCO3)cc2)c2ccccc2c1=O (centres undefined)	-5	-18	9.6*	5	9	1.7	-7	12	-0.8
OCCNc1nc(N2CCCC2)nc(N2CCCC2)n1	8	2	-2	-2	2	0.0	0	2	0.1
Cc1nnc(SCCn2c(N3CCN(Cc4ccccc4)CC3)nc3c2c(=O)[nH]c(=O)n3C)s1	7	-6	-1	3	-3	3.3	4	2	-1.1
COc1cc(OC)cc(C(=O)N[C@H](C(=O)Nc2ccc(S(=O)(=O)N(C)C)cc2)C(C)C)c1	-26	-19	-2	1	3	1.7	-5	7	0.1
CN(C)S(=O)(=O)c1cccc(C(=O)NCCCn2ccnc2)c1	6	-16	2	-1	11	0.4	-8	2	0.2
CCc1ccc(N2CC34C=CC(O3)C(C(=O)OC)C4C2=O)cc1 (centres undefined)	-7	-5	-3	-1	-3	3.2	0	2	0.8
O=C(O)CCC(=O)OCC1CCCO1 (centres undefined)	-1	-14	-2	0	-11	-0.9	5	0	1.7
O=C(NCCC1=CCCCC1)C1CCC(CNc2nc(=S)[nH]c3ccccc23)CC1 (centres undefined)	2	-1	-4	1	-3	1.7	-4	8	0.3
Cc1nc(-c2ccccc2OC(F)(F)F)[nH]c(=O)c1Cl	7	-3	9.2*	0	1	1.9	-8	-2	1.0
COCCNCCOCCOc1ccc(Cl)c(C)c1	-2	-21	-2	0	-3[fluorescence artefact?]	2.0	-6	7	-0.5
NC(=O)CCn1ccc2ccccc21	-8	-1	0	0	-2	-0.9	6	7	1.3
Cn1cc(CCC(=O)N2CCCC(CCC(=O)NCc3ccc(F)c(F)c3)C2)cn1 (centres undefined)	-6	-39	1	3	-1	2.0	-3	6	1.3
CCC(C)NC(=O)CSc1nnc(-c2ccc(C(C)(C)C)cc2)n1C (centres undefined)	5	3	-3	2	-3[fluorescence artefact?]	-2.5	-12	6	0.6
Cc1noc(C(=O)Nc2cccnc2)c1Cl	-9	-9	-1	-3	1[fluorescence artefact?]	-0.3	-22	5	0.7
CC(=O)Oc1ccc(Nc2ccccc2)cc1	-24	-5	-3	1	4	-0.3	-12	10	1.3
Cc1cc(Cl)ccc1N(CC(=O)N=Nc1c(O)[nH]c2ccccc12)S(C)(=O)=O	-7	-10	0	2	1	1.6	3	6	-2.1
NNC(=O)Nc1cccc(C(F)(F)F)c1	-4	-3	1	0	2	1.0	-8	3	1.2
CC(C)CCNC(=O)CCC(=O)NNc1nc2ccccc2c2nc(-c3ccccc3)nn12	-1	-12	0	3	0	1.7	-31	9	0.7
O=C(CC1C(=O)NCCN1Cc1ccc(Cl)c(F)c1)NCC1CCOCC1 (centres undefined)	-15	1	-2	-3	90*	-0.9	0	-2	1.0
Cc1cc(C(=O)NP(=O)(N2CCOCC2)N2CCOCC2)c(C)n1-c1ccc(Br)cc1	1	-10	0	3	1[fluorescence artefact?]	-1.4	-3	6	0.3
Clc1ccc(Cc2nn3c(Cn4nnc5ccccc54)nnc3s2)cc1	14	-4	-1	-2	1	-0.2	13	1	-0.6
Cn1nc(-c2ccccc2)c(CSc2ccccc2)c1Cl	3	-12	5	-1	/	0.5	28	1	-0.5
Cc1ccc(N/C=C2\CCCCC2=O)c(C)c1	1	12	-4	1	1[fluorescence artefact?]	0.9	-13	6	1.8
CCOC(=O)C1CCN(CC(=O)Nc2c(C(=O)OC)[nH]c3ccc(Cl)cc23)CC1	24	-7	1	0	-2[fluorescence artefact?]	3.2	-10	1	0.9
COc1ccccc1NS(=O)(=O)c1cc(NC(=O)CNC(=O)c2ccc(C)s2)ccc1Cl	5	9	3	0	11[fluorescence artefact?]	1.1	-10	3	0.2
Fc1ccc(CSc2ncnc3nc[nH]c23)cc1	10	-12	-2	3	2	1.9	14	2	0.3
CCc1nc(SCC(=O)Nc2nnc(CC(C)C)s2)n[nH]1	-12	-5	6	6	-2	-1.1	-6	2	-1.8
O=C(NNc1nc(-c2ccc(F)cc2)cs1)c1ccccc1	-5	-13	-4	4	-2	-1.6	-10	10	-1.8
Oc1c(C=NCc2ccc(F)cc2)[nH]c2ccc(Br)c(Cl)c12	-7	-3	-2	-3	-5[fluorescence artefact?]	0.1	-18	3	1.4
COc1ccc(/C(C)=N/NC(=O)C(NC(=O)c2ccccc2)c2n[nH]c(=O)c3ccccc23)c(OC)c1 (centres undefined)	-8	-6	-2	-2	10	-0.5	-2	2	0.7
Clc1ccc(/C=C/c2nc3ccccc3[nH]2)c(Cl)c1	-9	-95	-1	15	0	-0.5	-12	17	-0.3
O=C(OCc1nnc(-c2ccccc2)o1)c1ccco1	-13	-23	-2	-1	6[fluorescence artefact?]	1.0	-1	0	0.7
N#C/C(C(=O)NCc1ccccc1)=C1/N=C(NC(=O)c2ccco2)c2ccccc21	-3	1	3	-2	-4	0.6	-6	-4	1.0
O=C1Nc2ccccc2/C1=N\N1CCOCC1	-2	-7	-3	-6	-1	1.2	-9	0	1.2
O=C(NCCc1ccccn1)c1cc(-c2ccccc2Cl)nc2ccccc12	13	-11	-3	3	5	6.5	-10	7	-0.7
O=C(NCCCN1CCCC1=O)[C@H](CSCc1ccccc1)N1Cc2ccccc2C1=O	-15	/	1	-1	-4	-0.3	-11	-2	1.4
CCC(C(=O)Nc1nc(C)c(C(=O)OC)s1)c1ccccc1 (centres undefined)	8	-13	1	2	-1	-0.3	12	5	0.9
COc1cccc(NC(=O)c2ocnc2C)c1	-2	6	-2	0	4[fluorescence artefact?]	1.4	1	3	1.9
COc1ccc(OCCSc2nnc(CCNC(=O)c3ccc(Cl)c(Cl)c3)n2C)cc1	7	-7	0	-1	1	-2.7	0	2	-0.1
O=S(=O)(c1cccc2cccnc12)n1cnc2ccccc21	15	-14	-3	-2	4	-1.7	-6	3	0.5
CCCCCCCNC(=O)COc1ccc2c(c1)C(=O)CC(C)(C)O2	-32	10	8	-3	-7	1.6	-11	1	0.0
CCOC(=O)Nc1nc2ccccc2s1	-3	-14	0	4	-6	0.7	1	9	-0.1
Cc1ccc(/C=N/N(C)C2=NS(=O)(=O)c3ccccc32)o1	-11	-1	-2	5	1	-0.7	5	12	-0.3
CC(=O)c1cc2c(cc1NC(=O)CN1CCCCCC1)OCO2	-9	9	2	3	3	-1.0	1	2	-1.2
O=C(CCSc1nnc2scc(-c3ccccc3)n12)Nc1nc(-c2ccccc2)ns1	14	-7	-1	-3	-3	-0.6	8	1	-0.1
COc1ccccc1N1C(=O)C2CC(C)=C(C)CC2C1=O (centres undefined)	-2	3	-3	0	2	1.3	-1	0	1.2
C#CCOCCOCCOCCNc1nc(N2CCOCC2)nc(N2CCN(C(=O)[C@H](C)n3cc(CCCN=C(N)N)nn3)CC2)n1	1	/	-3	-2	4	1.1	16	1	0.0
COc1ccc(C2CC(c3ccc(Cl)cc3Cl)Nc3nc(N)nn32)cc1 (centres undefined)	-5	1	0	-3	-3	1.4	-3	4	-1.0
Cc1ccc(-c2nc3cccnc3s2)cc1NS(C)(=O)=O	-4	-5	0	2	6	-0.9	18	1	0.8
O=C(O)CCCc1nc(-c2ccccc2)no1	1	-22	2	-4	-15	-2.5	-12	0	1.4
O=C(NCC(=O)N(CC1CCCO1)C(C(=O)NC1CCCC1)c1cccnc1)c1ccco1 (centres undefined)	8	-4	-1	-5	-5	-1.1	-13	-3	0.7
COc1ccccc1OCC(=O)N/N=C1\CCCCc2ccccc21	-11	1	6	0	2	0.7	-6	-3	0.2
Cc1c(Cl)cccc1S(=O)(=O)Nc1ccnn1C	2	-12	2	-4	2	-1.2	1	-2	2.0

Records listed above shown as hits in Wee1 degr inh.
Structure	NPY2 pot ag	Wee1 degr inh	eIF4E-4G inh	S1P4 ag	S1P4 antag	PERK inhibitor
Cn1nc(-c2ccc(OCC(=O)NCC3CCCO3)cc2)c2ccccc2c1=O (centres undefined)	-5	9.6*	9	1.7	-7	-0.8
Cc1nc(-c2ccccc2OC(F)(F)F)[nH]c(=O)c1Cl	7	9.2*	1	1.9	-8	1.0

Next records:
SMILES	NPY2 pot ag	MDM2 E3 inh	Wee1 degr inh	Ba/F3 V617F tox	eIF4E-4G inh	S1P4 ag	S1P4 antag	BaF3 tox	PERK inhibitor
Cc1cc(C(=O)Nc2ccc(N3CCOCC3)c(Cl)c2)c(C)o1	-9	-8	8	-2	2	0.2	1	3	-0.8
CC(=O)N/C(=C\c1ccc(Cl)cc1)C(=O)O	0	-9	1	-3	1	2.5	3	-2	0.2
O=C(Nc1ccc2c(c1)OCCO2)C1CCCN(S(=O)(=O)Cc2ccccc2)C1 (centres undefined)	-10	-16	0	-1	3	-2.1	-10	0	-2.5
COc1cc(Cl)c(C)cc1NC(=O)CSc1nnc(CCC(=O)O)c(=O)[nH]1	-8	-12	1	2	-1	-0.2	3	5	1.3
COc1ccc(C2C(C(=O)NCc3ccco3)c3ccccc3C(=O)N2C)cc1 (centres undefined)	-6	19	1	-2	6	1.4	7	3	0.7
CN(C)c1ccc(C2NCCS2)cc1 (centres undefined)	18	-5	-1	-4	2[fluorescence artefact?]	1.5	-26	1	-0.9
O=C(NC1CCS(=O)(=O)C1)Oc1ccccc1 (centres undefined)	4	-10	-2	0	-9	2.4	-21	5	-0.1
O=C1CC(c2ccccc2)C(C(=O)Nc2ccccc2F)N1 (centres undefined)	2	/	2	-3	-2	3.2	5	9	1.1
COc1ccc(C(=O)Nc2cc(OC)ccc2OC)cc1	-9	-12	1	3	-3[fluorescence artefact?]	-3.1	8	3	0.1
COc1c(C)cc(C(=O)C2CCCN(C(=O)c3cccc(F)c3)C2)cc1C (centres undefined)	-30	-26	-2	0	0	-2.1	-5	12	0.9
Cc1ccccc1OCC(=O)NNC(=O)CCN1C(=O)c2ccccc2C1=O	-10	-13	2	6	-2	-0.2	-3	8	0.2
COc1ccccc1NC(=O)CSc1nc2n[nH]c(C)c2c(=N)n1-c1ccccc1Cl	-16	-2	-1	-2	-1[fluorescence artefact?]	-0.3	-9	6	-0.2
O=C(O)CC(NNC(=O)c1ccccc1)C(=O)Nc1cccc([N+](=O)[O-])c1 (centres undefined)	-4	-14	-2	-2	-4	0.8	7	-3	1.5
O=C(COC(=O)C1CC1)Nc1ccc(N=Nc2ccccc2)cc1	17	-7	4	5	-3	0.7	-2	7	0.6
